# Source: PubChem BioAssay
# IMPase Li cell = membrane-permeable IMPase blocker, potentiated with lithium; 210,000 compounds, 0.35% hits; Potency, µM (doses to about 59.4 µM), for the others: at the top dose activity, negative = IMPase inhibition, usual class: inhibitors; CHO-M1 cells, IP1 TR-FRET (IP-One), carbachol + lithium;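 further: IP1 builds up when IMPase is blocked and the TR-FRET signal falls; potency means the concentration at half of the fitted maximal effect; plate controls were basal vehicle for no effect and high inhibitor control for full effect; nearly all actives have a fitted effect of over 50% in size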
#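 Test compounds were applied to CHO-M1 cells previously cultured for 16–30 h at 2000 per well. A small lithium amount accompanied them; after 30 min at 37C, IP1 was quantified by TR-FRET.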
# CBFb-RUNX1 inh = inhibitors of human CBF-beta and RUNX1 interaction | 230,000 tested, under 10 active | Potency, µM (series often up to 59.8 µM), without a hit: at the top dose activity, negative = inhibition, actives largely listed as inhibitors | AID 1477 | Q01196+Q13951 | AlphaScreen CBFb-His/RUNX1-biotin binding, biochemical; further: % of control where 0% means no effect
# Target sequence (Q01196 whole entry, looked up): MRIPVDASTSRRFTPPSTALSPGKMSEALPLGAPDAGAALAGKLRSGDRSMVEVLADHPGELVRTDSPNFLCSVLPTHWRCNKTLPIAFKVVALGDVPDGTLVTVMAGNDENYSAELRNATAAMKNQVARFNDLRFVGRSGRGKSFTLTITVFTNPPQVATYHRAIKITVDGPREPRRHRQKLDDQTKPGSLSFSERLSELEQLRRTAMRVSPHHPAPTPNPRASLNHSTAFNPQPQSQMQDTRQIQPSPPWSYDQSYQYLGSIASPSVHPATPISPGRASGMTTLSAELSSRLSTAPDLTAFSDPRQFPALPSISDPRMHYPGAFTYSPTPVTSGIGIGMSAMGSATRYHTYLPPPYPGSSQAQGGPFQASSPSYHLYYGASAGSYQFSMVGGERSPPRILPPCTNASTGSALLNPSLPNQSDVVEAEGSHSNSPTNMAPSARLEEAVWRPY
# Target sequence (Q13951 whole entry, looked up): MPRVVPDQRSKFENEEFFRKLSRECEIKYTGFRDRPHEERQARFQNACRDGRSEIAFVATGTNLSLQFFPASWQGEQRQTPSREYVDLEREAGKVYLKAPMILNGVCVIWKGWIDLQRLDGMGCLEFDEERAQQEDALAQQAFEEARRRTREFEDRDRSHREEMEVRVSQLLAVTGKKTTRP
#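 Interaction loss through any mechanism counts as activity. Pre-formed complex of His-CBF-beta and biotin-RUNX1 (30 nM apiece) is incubated with compound 15 min, then with 50 ng nickel and 50 ng streptavidin beads for 90 min before AlphaScreen detection.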
# NPSR antag = neuropeptide S receptor (human) antagonism, cAMP; 220,000 compounds, 1% hits; CHO-NPSR cells, cAMP TR-FRET, antagonist mode; AID 1461; Potency, µM (titrated, usually from 38.3 µM), for the others: at the top dose activity change, negative = inhibition, actives largely listed as inhibitors; Q6W5P4; further: potency means the concentration at half of the fitted maximal effect; on the % scale 0 is the no-effect control and ±100 the full control effect; nearly all actives have a fitted effect of over 50% in size; many of its hits are not listed in these tables
# Lamin A splicing = LMNA splicing modulation; HeLa LMNA splicing GFP/RFP minigene ratio, 48 h; Potency, µM (doses to about 46.1 µM), inactives show top-dose ratio change, negative = inhibition, actives largely listed as inhibitors; 200,000 compounds, 0.01% hits; active means well fitted inhibition curve with a large enough effect in the signal ratio, with a control signal flat, not every such curve was filed as active; inconclusive means small, poorly fitted or top-dose-only effect, or effect the other way, or a change in a side signal; the % refers to the signal ratio; further: potency means the concentration at half of the fitted maximal effect; on the % scale 0 is the no-effect control and ±100 the full control effect
#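 Read-out is the ratio of GFP to DsRed2 object intensity, acquired by 488 nm laser-scanning cytometry on HeLa lamin A-EGFP minigene reporter cells. Compound incubation 48 hrs at 37 °C in Opti-MEM with 2% FBS; DMSO 0.5% final.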
# Luc counter = Kinase-Glo luciferase inhibition (counter-screen); Q27757; Kinase-Glo luciferase, ATP luminescence, 8 min; Potency, µM (highest dose often 38.3 µM), for inactives: top-dose activity change, negative = inhibition, usual class: inhibitors; 200,000 compounds, 0.28% hits; further: potency means the concentration at half of the fitted maximal effect; on the % scale 0 is the no-effect control and ±100 the full control effect; nearly all actives have a fitted effect of over 60% in size
#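 Recombinant Kinase-Glo luciferase, 10 uM ATP (linear range), luciferin; imidazole pH 7.2 / KCl / MgCl2 / Tween / BSA buffer; 8 min RT; luminescence.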
# Epigenetic derep = regulators of epigenetic silencing causing reporter derepression in mouse cells | murine LDR cells, GFP reporter derepression, 30 h | Potency, µM (highest dose often 53.9 µM), for inactives: top-dose GFP activation, usual class: activators | 280,000 compounds, 0.2% hits; further: potency means the concentration at half of the fitted maximal effect; % of control where 0% means no effect; nearly all actives have a fitted effect of over 60% in size
#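 Readout is the number of GFP-expressing murine LDR cells, counted by cytometry following washing. Cells were treated with compound for 30 h at 37 C; the stably integrated CMV-GFP locus is normally silent.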
# aGal spleen mod = inhibitors or activators of human alpha-galactosidase in spleen homogenate; P06280; human spleen homogenate, 4MU-alpha-Gal fluorescence, 40 min; Potency, µM (doses to about 80 µM), for the others: at the top dose activity change, negative = inhibition, actives largely listed as inhibitors; 240,000 compounds, 0.008% hits;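 further: potency means the concentration at half of the fitted maximal effect; 0% = enzyme with vehicle and -100% = no enzyme basal signal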
# Target sequence (P06280 32-429 limits assumed): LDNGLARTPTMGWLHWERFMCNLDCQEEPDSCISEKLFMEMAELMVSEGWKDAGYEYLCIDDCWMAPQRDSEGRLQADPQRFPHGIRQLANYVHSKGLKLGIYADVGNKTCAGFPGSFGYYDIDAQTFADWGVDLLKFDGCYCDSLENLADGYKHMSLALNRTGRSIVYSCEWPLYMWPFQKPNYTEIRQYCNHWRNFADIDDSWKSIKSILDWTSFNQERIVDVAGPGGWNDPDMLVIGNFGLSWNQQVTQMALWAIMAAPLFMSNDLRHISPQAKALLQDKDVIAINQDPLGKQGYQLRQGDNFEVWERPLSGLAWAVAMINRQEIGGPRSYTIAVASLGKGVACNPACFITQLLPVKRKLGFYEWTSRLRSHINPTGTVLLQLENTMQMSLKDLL
#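 qHTS titration in buffer at pH 5.0. Alpha-galactosidase activity in spleen homogenate was measured via 4-methylumbelliferone release from 1 mM fluorogenic substrate after 40 min at 37C and a pH 10 stop. AC50 came from Hill fits of control-normalized data.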
# Starred values were filed as active, the others as inactive; ? = inconclusive; · = no result given; & = joins results of further samples; [ ] = another dose, or the depositor's remark. Unless noted, the call rests on the fitted dose curve; in most records, active means well fitted curve in the direction sought with a large enough effect; inconclusive means small, poorly fitted or top-dose-only effect, or another doubt; inactive means no such curve, though single readings can be large; an effect the other way counts as inactive or inconclusive. Only part of the results is shown (hit frequency here may not be typical).
SMILES,IMPase Li cell,CBFb-RUNX1 inh,NPSR antag,Lamin A splicing,Luc counter,Epigenetic derep,aGal spleen mod
CCOC(=O)c1sc2nc(C)nc(N3CCN(c4ncccn4)CC3)c2c1C,-11%,9%,-39%,·,-2%,0.0%,-14%
Cc1cccc(NC(=O)CS(=O)(=O)c2cn(C)c3ccccc23)c1,24%[38.3 µM],6%,-3%[46.1 µM],-2%,0%,0.0%,6%
Cc1cc(C2=NNC(=NC3CCCCC3)SC2)c(C)n1-c1c(C)n(C)n(-c2ccccc2)c1=O,-2%,0%,-13%,?,-8%,0.0%,11%
NC(=O)c1ccccc1N=Cc1ccc2ccccc2c1,5%,5%,8%,?,0%,-1.8%,-13%
O=C(c1ccccc1)c1cnc(-c2ccccc2)s1,-5%,2%,-13%,·,-25%,-1.9%,-2%
CCOc1ccc(C(C)=O)cc1CSC(=N)N,-1%,0%,-4%,?,-1%,-0.1%,-4%
CCN1CCN(CC(=O)Nc2ccc(Cl)c(S(=O)(=O)N(C)C)c2)CC1,15%,-4%,25%,·,4%,-1.1%,-6%
CCOc1ccc(OCC)c(NC(=O)CN2CCN(CC)CC2)c1,-1%,2%,-4%[46.1 µM],-9%,2%,-1.1%,-4%
CN1CC(=O)N/C1=N/C(=O)Nc1cccc(Cl)c1,-7%,-3%,·,·,-16%,-0.2%,-3%
CCOc1ccccc1Nc1nnc(SCC(=O)Nc2cccc(S(=O)(=O)NC3=NCCCCC3)c2)s1,11%,0%,15%,?,4%,0.1%,-1%
C=CCN(CC=C)c1ccc(N2C(=O)C3CCCCC3C2=O)cc1[N+](=O)[O-] (configuration not stated),-1%,?,-5%,?,0%,-3.3%,-2%
Fc1cc(F)c2nc(N3CCOCC3)sc2c1,-4%,-10%,1%[46.1 µM],3%,-10%,1.1%,4%
O=C(COC(=O)C1CC(=O)N(c2ccc3c(c2)OCCO3)C1)NC1CCCc2ccccc21 (configuration not stated),-10%[38.3 µM],-2%,?,0%,4%,-1.1%,-3%
CC(=O)Nc1ccc(SCC(=O)Nc2ccccc2-c2ccccc2)cc1,-2%,-11%,1%,?,-1%,6.3%,7%
C=C(C)C(=O)NC1=NN(c2ccccc2)C(=O)C1,10%,-13%,-16%[46.1 µM],-3%,0%,0.0%,1%
Cc1cccc(CSCc2ccc(C(=O)NCC3CCCO3)o2)c1 (configuration not stated),0%,1%,5%,·,-1%,-1.1%,5%
CC(=O)Nc1c(Br)cc(N2C(=O)CCC2=O)cc1Br,1%,10%,8%[46.1 µM],-9%,1%,-8.7%,-2%
C=CCOC(=O)C1=C(C)OC(N)=C(C#N)C1c1ccc(F)cc1 (configuration not stated),0%[38.3 µM],10%,26%[46.1 µM],10%,-4%,-0.2%,-1%
CC(C)(C)NC(=O)C(c1ccsc1)N(CCc1ccccc1)C(=O)Cn1nnc2ccccc21 (configuration not stated),-2%[38.3 µM],7%,-4%[46.1 µM],-9%[0.0737 µM],2%,2.2%,11%
COc1ccc(C(=O)Nc2ccc(S(=O)(=O)Nc3ncccn3)cc2)cc1OC,-7%,4%,-11%,·,0%,0.9%,-2%
CCn1cc(C2=NOC(C(=O)Nc3cc(C)nn3-c3ccccc3)C2)c(C)n1 (configuration not stated),14%[38.3 µM],1%,-7%[46.1 µM],13%,0%,-0.8%,-12%
CCOC(=O)COc1cc(Br)c(/C=N/Nc2ccccc2)cc1OC,?,-4%,9%[46.1 µM],22%,1%,-1.1%,-2%
O=C(O)CCCCCN1C(=O)C(O)=C(C(=O)/C=C/c2ccccc2)C1c1cccc([N+](=O)[O-])c1 (configuration not stated),-2%,-3%,15%,2%[46 µM],3%,-0.6%,-3%
O=C(Cn1nnc(-c2cccs2)n1)N1CCc2ccccc2C1,·,0%,-12%[46.1 µM],0%,·,-3.2%,-5%

# A second format for part of the listing above.
Compound | IMPase Li cell | CBFb-RUNX1 inh | NPSR antag | Lamin A splicing | Luc counter | Epigenetic derep | aGal spleen mod
CCOc1ccccc1Nc1nnc(SCC(=O)Nc2cccc(S(=O)(=O)NC3=NCCCCC3)c2)s1 | 11% | 0% | 15% | ? | 4% | 0.1% | -1%
C=CCN(CC=C)c1ccc(N2C(=O)C3CCCCC3C2=O)cc1[N+](=O)[O-] (configuration not stated) | -1% | ? | -5% | ? | 0% | -3.3% | -2%
Fc1cc(F)c2nc(N3CCOCC3)sc2c1 | -4% | -10% | 1%[46.1 µM] | 3% | -10% | 1.1% | 4%
O=C(COC(=O)C1CC(=O)N(c2ccc3c(c2)OCCO3)C1)NC1CCCc2ccccc21 (configuration not stated) | -10%[38.3 µM] | -2% | ? | 0% | 4% | -1.1% | -3%
CC(=O)Nc1ccc(SCC(=O)Nc2ccccc2-c2ccccc2)cc1 | -2% | -11% | 1% | ? | -1% | 6.3% | 7%
C=C(C)C(=O)NC1=NN(c2ccccc2)C(=O)C1 | 10% | -13% | -16%[46.1 µM] | -3% | 0% | 0.0% | 1%
Cc1cccc(CSCc2ccc(C(=O)NCC3CCCO3)o2)c1 (configuration not stated) | 0% | 1% | 5% | · | -1% | -1.1% | 5%
CC(=O)Nc1c(Br)cc(N2C(=O)CCC2=O)cc1Br | 1% | 10% | 8%[46.1 µM] | -9% | 1% | -8.7% | -2%
C=CCOC(=O)C1=C(C)OC(N)=C(C#N)C1c1ccc(F)cc1 (configuration not stated) | 0%[38.3 µM] | 10% | 26%[46.1 µM] | 10% | -4% | -0.2% | -1%
CC(C)(C)NC(=O)C(c1ccsc1)N(CCc1ccccc1)C(=O)Cn1nnc2ccccc21 (configuration not stated) | -2%[38.3 µM] | 7% | -4%[46.1 µM] | -9%[0.0737 µM] | 2% | 2.2% | 11%
COc1ccc(C(=O)Nc2ccc(S(=O)(=O)Nc3ncccn3)cc2)cc1OC | -7% | 4% | -11% | · | 0% | 0.9% | -2%
CCn1cc(C2=NOC(C(=O)Nc3cc(C)nn3-c3ccccc3)C2)c(C)n1 (configuration not stated) | 14%[38.3 µM] | 1% | -7%[46.1 µM] | 13% | 0% | -0.8% | -12%

# More records follow:
SMILES,IMPase Li cell,CBFb-RUNX1 inh,NPSR antag,Lamin A splicing,Luc counter,Epigenetic derep,aGal spleen mod
CC(=O)c1ccc(-n2nnnc2SCC(=O)N2CCc3ccccc3C2)cc1,-1%,-1%,-11%[46.1 µM],?,-2%,-1.2%,5%
N#Cc1ccc(Cl)cc1NC(=O)COC(=O)c1ccc2c(c1)OCCO2,20%[38.3 µM],0%,?,21%,-2%,1.3%,-2%
NCC12CC3CC(C1)CC(CN)(C3)C2,-8%[38.3 µM],10%,-9%[46.1 µM],-3%,-4%,0.0%,-1%
Cc1cc(C)c(NC(=S)NCCO)c(C)c1,·,1%,-26%,·,·,0.2%,8%
O=C(Nc1nnc(-c2ccccc2SCc2ccccc2F)s1)Nc1ccccc1F,20%[38.3 µM],-3%,-13%[46.1 µM],9%,-3%,2.8%,-5%
O=C(N/N=C/C=C\c1ccccc1)c1cnccn1,8%,9%,-22%,·,4%,-2.5%,-1%
CCOC(=O)C1CCN(C(=O)c2cn(-c3ccccc3)nc2-c2cccnc2)CC1,2%[38.3 µM],6%,-6%[46.1 µM],1%,-1%,0.0%,3%
N#C/C(=C1\C(=O)Nc2c(Cl)cc(Cl)cc21)c1nnc2n1CCCCC2,12%[38.3 µM],-13%,10%[46.1 µM],?,-6%,3.6%,2%
COc1cc(C(=O)Nc2ccc3c(c2)Cc2cc(NC(=O)c4cc(OC)c(OC)c(OC)c4)ccc2-3)cc(OC)c1OC,·,-1%,-1%[46.1 µM],-13%,·,0.0%,2%
COc1ccc2c(c1)NC1(O)c3ccccc3C(=O)C21O (configuration not stated),-3%[38.3 µM],0%,6%[46.1 µM],-2%,-5%,-0.7%,7%
COc1ccc(C(=O)N2CCN(C3CCN(Cc4ccccc4)CC3)CC2)cc1OC,39%[activator][38.3 µM],1%,-1%[46.1 µM],10%,2%,-0.2%,8%
O=C(Nc1ccc(NC(=O)c2ccccn2)cc1)C(=O)Nc1ccc2c(c1)OCCO2,0%,18%,4%,?,1%,1.1%,-1%
O=C(NCCSc1ccccc1)c1ccccc1Cl,-1%,8%,2%,4%,-4%,-1.9%,-5%
COc1ccc(OC)c(S(=O)(=O)N2CCC(C(=O)Nc3cc(C)ccc3C)CC2)c1,34%[38.3 µM],3%,?,-22%,1%,-0.2%,-10%
CN(C(=O)NC(=O)C1=C(N2CCOCC2)/C(=C/c2ccccc2)CC1)S(C)(=O)=O,-29%[38.3 µM],0%,3%[46.1 µM],5%,-4%,-3.2%,?
Cc1ccc(OCC(=O)Nc2cccc(C)n2)c(C)c1,24%[38.3 µM],9%,-16%[46.1 µM],1%,-13%,-1.1%,1%
CN(C)CCN1C(=O)c2oc3ccccc3c(=O)c2C1c1ccccc1 (configuration not stated),7%[38.3 µM],10%,15%[46.1 µM],1%,-4%,-1.1%,5%
CCN1CCc2c(OCC(=O)N3CCc4ccccc43)cccc2C1=O,-5%,3%,2%,·,1%,-0.5%,3%
CC1CN(S(=O)(=O)c2ccc(NC(=O)c3cc(-c4ccccc4O)n[nH]3)cc2)CC(C)O1 (configuration not stated),7%[38.3 µM],-5%,-24%[46.1 µM],?,-4%,-1.1%,8%
COc1cccc(C2C(C(=O)c3sc(C)nc3C)=C(O)C(=O)N2CCN2CCOCC2)c1 (configuration not stated),?,-3%,6%[46.1 µM],2%,-2%,-2.2%,-2%
COc1ccc(-c2nc3ccccc3o2)cc1NC(=O)CSc1ccc(Cl)cc1,·,2%,?,-2%,·,1.1%&3.4%,-1%
O=C(NCc1ccncc1)c1ccc(Br)o1,-2%[38.3 µM],-6%,6%[46.1 µM],0%,1%,-6.1%,7%
Cc1cccc(N(C(=O)Nc2ccccc2)C2=NCC(C)S2)c1 (configuration not stated),-1%[38.3 µM],0%,-8%[46.1 µM],-6%,-3%,-0.4%,5%
COc1ccc(-c2noc(CSc3nnc(Cc4ccccc4)n3-c3cccc(C)c3)n2)cc1OC,52%[activator][38.3 µM],-8%,?,-4%,1%,-2.1%,-8%
CCS(=O)(=O)N1Cc2ccccc2CC1C(=O)Nc1nc2ccccc2s1 (configuration not stated),8%,-1%,-7%,2%,-2%,-0.9%,-2%
COC(=O)N1[C@H](Cc2ccccc2)C=C[C@]1(C)C(=O)NCc1ccc(N(C)C)cc1,0%,-13%,·,·,-1%,2.5%,8%
Cc1ccc(Cn2cc(SCC(N)=O)c3ccccc32)cc1,-4%,-5%,-18%,·,0%,-5.5%,7%
